TRHR ag: agonists of human TRH receptor; P34981; TRHR cells, calcium flux fluo-8, FDSS agonist mode; activation, % at 2 µM; actives 0.18% (n = 360,000); in the data active means activation above about 30%; further: 0% is about no effect
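Read-out: compound-evoked intracellular calcium rise in TRHR cells, fluo-8 dye, kinetic FDSS fluorescence at 1 s/cycle following a 10-cycle baseline. Cells cultured overnight before dye loading (30 min–1.5 h, RT).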
ERG Ets-DNA blk: inhibitors of human ERG Ets domain-DNA interaction | fluorescence polarization, His-ERG Ets domain / labelled DNA | AID 624246 | Potency, µM (top dose mostly 76.9 µM), without a hit: at the top dose FP activity, negative = inhibition, actives largely listed as inhibitors | P11308 | actives 0.028% (n = 370,000); active means well fitted inhibition curve with a large enough effect in the polarisation, with a control signal flat; inconclusive means small, poorly fitted or top-dose-only effect, or effect the other way, or a change in a side signal; inactive means no such curve, though single readings can be large or run the other way; the % refers to the polarisation;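 further: polarization taken with two DNA probes labelled with fluorescein and Texas red; potency means the concentration at half of the fitted maximal effect; % of control where 0% means no effect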
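His-tagged ERG Ets domain (1 uM in the protein solution; 300mM KCl, 50mM Tris-HCl, 1mM EDTA, 1mM DTT, pH 7.5) received compound, then a probe mix of 5 nM fluorescein-DNA and 100nM Texas-615-DNA. Fluorescence polarization was read for both dyes.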
APEX1 inh: APE1 (human) endonuclease inhibition. recombinant APE1, TAMRA/BHQ-2 abasic DNA cleavage fluorescence. actives 0.35% (n = 350,000). AID 2517. Potency, µM (series often up to 65.8 µM), inactives show at the highest dose activity change, negative = inhibition, most hits filed as inhibitors;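 further: potency means the concentration at half of the fitted maximal effect; plate controls were vehicle for no effect and reference inhibitor for full effect; nearly all actives have a fitted effect of over 55% in size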
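Measures dequenching upon AP-site incision of a 5'-TAMRA/3'-BHQ-2 THF-containing duplex, 50 nM; human APE1 0.75 nM after 15 min room-temperature exposure to compound; kinetic three-point read at one-minute spacing.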
POLB inh: blocks human DNA polymerase beta activity | P06746 | Pol beta primer extension/strand displacement, fluorescence kinetic | Potency, µM (series often up to 114 µM), for the others: top-dose activity change, negative = inhibition, actives largely listed as inhibitors | actives 1.3% (n = 340,000); further: potency means the concentration at half of the fitted maximal effect; on the % scale 0 is the no-effect control and ±100 the full control effect
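Pol beta (10 nM) was preincubated with compound for 15 min at room temperature. The reaction was then started with 50 nM substrate and read immediately and after a further 10 min at room temperature.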
BLM helicase inh: blocks DNA unwinding by human BLM helicase | Potency, µM (titrated, usually from 56.1 µM), inactives show top-dose activity change, negative = inhibition, hits mostly inhibitors | actives 0.2% (n = 350,000) | recombinant BLM DNA unwinding, fluorescence dequenching | P54132 | AID 2528;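 further: potency means the concentration at half of the fitted maximal effect; plate controls were vehicle for no effect and no enzyme for full effect; nearly all actives have a fitted effect of over 35% in size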
Target sequence (P54132 whole entry, looked up): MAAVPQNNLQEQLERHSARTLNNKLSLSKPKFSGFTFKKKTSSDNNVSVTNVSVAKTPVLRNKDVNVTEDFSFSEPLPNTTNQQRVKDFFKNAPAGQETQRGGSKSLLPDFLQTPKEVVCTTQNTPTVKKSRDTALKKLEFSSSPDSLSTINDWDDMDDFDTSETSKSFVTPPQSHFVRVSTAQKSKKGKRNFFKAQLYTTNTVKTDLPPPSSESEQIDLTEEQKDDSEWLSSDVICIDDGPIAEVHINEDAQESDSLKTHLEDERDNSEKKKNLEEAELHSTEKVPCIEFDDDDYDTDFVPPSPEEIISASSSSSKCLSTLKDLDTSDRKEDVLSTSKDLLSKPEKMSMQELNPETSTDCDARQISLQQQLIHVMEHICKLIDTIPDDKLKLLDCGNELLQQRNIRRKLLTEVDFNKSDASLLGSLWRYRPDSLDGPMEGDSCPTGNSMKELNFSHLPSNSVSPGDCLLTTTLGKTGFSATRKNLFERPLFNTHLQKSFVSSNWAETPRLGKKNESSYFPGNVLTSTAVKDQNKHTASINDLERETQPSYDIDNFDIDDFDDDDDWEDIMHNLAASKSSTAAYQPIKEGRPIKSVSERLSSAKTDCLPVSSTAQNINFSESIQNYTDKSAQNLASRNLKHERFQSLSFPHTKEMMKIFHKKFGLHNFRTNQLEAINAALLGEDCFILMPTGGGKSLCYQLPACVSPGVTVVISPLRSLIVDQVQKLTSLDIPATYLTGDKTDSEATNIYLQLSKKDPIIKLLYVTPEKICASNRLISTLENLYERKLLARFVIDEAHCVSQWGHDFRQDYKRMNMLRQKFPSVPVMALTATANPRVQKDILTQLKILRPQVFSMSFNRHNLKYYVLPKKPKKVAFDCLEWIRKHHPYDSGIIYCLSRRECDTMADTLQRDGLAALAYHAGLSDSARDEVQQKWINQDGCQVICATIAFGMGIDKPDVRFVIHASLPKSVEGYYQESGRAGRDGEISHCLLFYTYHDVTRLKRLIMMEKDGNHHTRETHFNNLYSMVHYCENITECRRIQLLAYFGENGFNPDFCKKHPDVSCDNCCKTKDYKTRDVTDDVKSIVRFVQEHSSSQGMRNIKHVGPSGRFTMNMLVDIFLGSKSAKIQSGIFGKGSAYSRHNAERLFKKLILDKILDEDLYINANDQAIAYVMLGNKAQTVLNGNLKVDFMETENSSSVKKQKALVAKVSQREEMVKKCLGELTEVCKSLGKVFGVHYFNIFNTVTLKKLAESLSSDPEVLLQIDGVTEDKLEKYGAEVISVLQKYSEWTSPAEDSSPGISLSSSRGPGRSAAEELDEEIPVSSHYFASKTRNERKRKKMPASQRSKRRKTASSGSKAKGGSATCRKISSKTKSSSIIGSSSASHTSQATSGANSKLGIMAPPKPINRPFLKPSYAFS
12-LOX inh: blocks human arachidonate 12S-lipoxygenase. P18054. purified 12hLO, xylenol orange hydroperoxide absorbance. Potency, µM (highest dose often 108 µM), inactives show top-dose activity change, negative = inhibition, hits mostly inhibitors. actives 1.1% (n = 580,000). AID 1671190; further: potency means the concentration at half of the fitted maximal effect; on the % scale 0 is the no-effect control and ±100 the full control effect
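Purified human 12hLO (150 nM final) in 25 mM Hepes, 0.01% Triton X-100, pH 7.0 was preincubated 15 min at room temperature with compound. Then 40 uM arachidonic acid was added, 30 min. Hydroperoxide was read by Fe-XO absorbance ratio 573/405 nm.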
Apoferritin bind: candidate novel general anesthetic via apoferritin binding; P02791; apoferritin/1-aminoanthracene competitive binding, fluorescence; Potency, µM (titrated, usually from 77.5 µM), inactives show at the top dose activity change, negative = displacement, usual class: inhibitors; actives 0.074% (n = 350,000); AID 485281; further: potency means the concentration at half of the fitted maximal effect; on the % scale 0 is the no-effect control and ±100 the full control effect; nearly all actives have a fitted effect of over 20% in size
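In PBS, apoferritin at 10 uM is loaded with 1-AMA from a 50% saturated solution. After 10 min of compound exposure at ambient temperature, reduced 535 nm fluorescence indicates probe displacement.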
Pol kappa inh: blocks human DNA polymerase kappa activity. purified Pol kappa, fluorescent DNA synthesis assay, 10 min. Potency, µM (doses to about 107 µM), without a hit: top-dose activity, negative = inhibition, hits mostly inhibitors. actives 0.53% (n = 400,000). Q9UBT6; further: potency means the concentration at half of the fitted maximal effect; on the % scale 0 is the no-effect control and ±100 the full control effect
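Readout: fluorescence, taken kinetically at 0 and 10 min. Conditions: 10 nM Pol kappa, 15 min RT compound preincubation, 50 nM substrate final. Controls: enzyme-free buffer wells.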
POLI inh: blocks human DNA polymerase iota activity. Q9UNA4. Pol iota fluorescent replication assay, 10 min. Potency, µM (titrated, usually from 115 µM), without a hit: at the highest dose activity, negative = inhibition, hits mostly inhibitors. actives 1% (n = 390,000); further: potency means the concentration at half of the fitted maximal effect
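Fluorescent replication assay read twice, at 0 min and 10 min after adding 50 nM (final) substrate. Enzyme (10 nM) and compounds were first incubated 15 min at room temperature; enzyme-free buffer wells were negative controls.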
* = called active by the depositor; ? = inconclusive; nt = not tested or not shown; [ ] = another dose, or the depositor's remark. Unless noted, the call rests on the fitted dose curve; in most records, active means well fitted curve in the direction sought with a large enough effect; inconclusive means small, poorly fitted or top-dose-only effect, or another doubt; inactive means no such curve, though single readings can be large; an effect the other way counts as inactive or inconclusive.

SMILES	TRHR ag	ERG Ets-DNA blk	APEX1 inh	POLB inh	BLM helicase inh	12-LOX inh	Apoferritin bind	Pol kappa inh	POLI inh
COc1cc2c(cc1NC(=O)c1cncc(Br)c1)oc1ccccc12	-0.1	-10%	-1%	-26%	-9%	0%	-4%	-4%	?
Cc1c(C#N)c(NC(=O)CCl)n(Cc2ccc(F)cc2)c1C	0.2	28%	86%[activator]	-8%	-1%	-13%	-7%	-18%	?
COc1ccc(C(=O)CC(=O)C(=O)NCCc2cccc(C)c2)cc1	1.3	20%	7%	-8%	-24%	?	-19%	-16%	230%[activator]
COc1cccc(C(=O)OCC(=O)NC2CCCc3ccccc32)c1O (stereo not given)	-0.9	-1%	25%	nt	nt	-5%	nt	0%	?
CCC(Oc1ccc(F)cc1)C(=O)N1CCCCCCC1 (stereo not given)	0.0	11%	17%	2%	1%	29%	-9%	-12%	-15%
Cc1ccc(-c2csc(C3=C(O)CN(NC(=O)c4ccco4)C3=N)n2)cc1	0.1	2%	-4%	0%	-7%	9%	-8%	2%	-5%
CS(=O)(=O)N(CCc1ccccc1)CC(=O)N1CCN(c2ccccc2F)CC1	-0.1	-1%	-3%	-4%	-4%	-9%	7%	-5%	-1%
O=C(Oc1ccccc1N1CCOCC1)c1sccc1Br	0.2	-2%	11%	-1%	-9%	16%	-3%	1%	167%[activator]
COc1cc(NC(=S)NC(=O)c2ccc(F)cc2)ccc1NC(=O)c1ccco1	1.2	-5%	0%	28%	-6%	-18%	-8%	-4%	1%
COc1ccc(C)cc1NC(=O)c1sc2ncn(CC(=O)N3CCCCC3)c(=O)c2c1C	-0.4	-14%	2%	15%	-4%	0%	-12%	5%	-25%
O=c1cnc2cnc(N3CCOCC3)nc2n1C[C@H]1CCCO1	nt	nt	-1%	nt	-1%	30%	nt	-2%[60.1 µM]	nt
Cc1nc(Nc2cccc(F)c2)c2oc3ccccc3c2n1	0.3	?	24%	12%	-3%	?	-11%	5%	?
CCOCC(O)CS(=O)Cc1ccccc1 (stereo not given)	0.6	-6%	-1%	1%	0%	9%	-3%	-12%	-5%[58.9 µM]
CN(C)S(=O)(=O)c1cccc(NC(=O)C2Cc3ccccc3CN2C(=O)c2ccco2)c1 (stereo not given)	-1.1	10%	80%[activator]	?	-10%	?	0%	-32%	35µM*
CCc1nnc(NC(=O)CCS(=O)(=O)c2ccc(C)cc2)s1	-0.2	-11%	-4%	nt	nt	-1%	nt	-2%	16%
CN(C)c1ccc(NC(=O)CSc2nc3ccccc3c(=O)n2C2CCCCC2)cc1	0.9	0%	-2%	10%	-6%	-16%	-9%	-12%	5%
O=C(N/N=C/c1c(O)ccc2ccccc12)c1ccc(CO)nc1	32*	-7%	0%	-14%	-16%	?	-8%	1%	-15%
COc1cc(C(=O)NC2CCN(CC(=O)NC3CCCCC3C)CC2)cc(OC)c1OC (stereo not given)	0.3	-1%	-1%	2%	0%	9%	6%	-9%	35%[activator]
CCC(/C=C/C(C)C1CCC2C3CCC4=CC(=O)CC[C@@]4(C)C3CC[C@@]12C)C(C)C (stereo not given in full)	nt	nt	-2%	nt	-12%	nt	4%	-1%[60.1 µM]	nt
Cc1ccc(N=C2NC(=O)/C(=C/C=C/c3ccco3)S2)cc1	0.2	12%	18µM*	22µM*	16µM*	32µM*	?	20µM*	3.2µM*
Nc1nncn1C(=O)c1ccc(Cl)cc1Cl	0.3	1%	0%	-1%	-7%	2%	-7%	-9%	154%[activator]
O=C(NCCC1=CCCCC1)C1CCN(Cc2cnn(-c3ccccc3)c2-n2cccc2)CC1	-0.6	-4%	-1%	1%	-3%	0%	?	-6%	7%
CC12CCC(C(=O)Nc3cccc(Cl)c3Cl)([C@H](Br)C1=O)C2(C)C (stereo not given in full)	-0.2	6%	1%	-1%	-3%	?	-23%	4%	-8%
O=C(Nc1cccnc1)c1ccccc1Cl	0.5	-1%	-6%	-4%	-3%	85%[activator]	-11%	0%	149%[activator]
COc1ccc(CNc2oc(-c3ccc(COc4ccccc4C)o3)nc2C#N)cc1	-1.0	-2%	nt	2%	-9%	2%	94%[activator]	-23%	-14%
CN1CCc2c(sc(N)c2C(=O)O)C1	0.0	-12%	0%	-1%	-8%	-4%	4%	-10%	200%[activator]
CCN(CC)S(=O)(=O)c1cc(C(=O)OCC(=O)Nc2c(F)cccc2F)ccc1F	0.5	-2%	-6%	1%	1%	-29%	-7%	-3%	7%
O=C1c2ccccc2C(=O)c2c1cccc2N1CCCC1	0.8	9%	3%	0%	-27%	-19%	?	-20%	?
O=C(CSc1ccc2ccccc2n1)NCc1ccc2c(c1)OCO2	-0.2	0%	-6%	12%	-4%	-2%	?	-6%	51%[activator]
CCCCNC(=O)C1c2cc(OC)c(OC)cc2C(=O)N(C)C1c1cccs1 (stereo not given)	-0.4	-3%	-6%	109%	-5%	8%	-4%	-10%	19%
COc1ccc(NC(=O)C(c2ccccc2)N(C)C(=O)CNC(C)=O)cc1 (stereo not given)	0.1	1%	1%	31%	-2%	14%	-3%	-19%	-8%
COc1cccc(-c2nnc(SCC(=O)N3CCCc4ccccc43)o2)c1	-1.6	-3%	-6%	-22%	-9%	0%	10%	-7%	18%
O=C(CN1CCc2ccccc2C1)Nc1cccc(S(=O)(=O)N2CCCC2)c1	-0.7	-11%	-3%	1%	-2%	-16%	-9%	-14%	43%[activator]
Cc1ccc(CC(=O)NC(C)CCc2ccccc2)cc1 (stereo not given)	-1.0	-5%	1%	23%	-4%	-21%	-19%	-5%	5%
Cc1ccc(S(=O)(=O)Oc2ccc(/C=N/NC(=O)c3cccnc3)cc2)cc1	0.6	-8%	-3%	1%	-2%	6%	-18%	-9%	42%[activator]
CCN(CC)c1nc(Nc2ccccc2)nc(Oc2ccc(C(=O)OC)cc2)n1	1.4	3%	-6%	-5%	-14%	-19%	?	-7%	6%
COCCn1c(SCC(=O)c2c(N)n(C3CC3)c(=O)[nH]c2=O)nnc1-c1cccc(C)c1	0.0	4%	-1%	nt	nt	20%	nt	4%	-7%
CCOC(=O)N1CCN(C(=O)c2c[nH]c3ccc(S(=O)(=O)N(C)c4ccc(OCC)cc4)cc3c2=O)CC1	0.1	-5%	14%	2%	0%	-13%	-20%	-23%	-16%
Cn1c(-c2ccccc2)cnc1SCC(=O)NCc1ccco1	-0.4	nt	-5%	13%	-3%	4%[57.4 µM]	-2%	-9%	20%
CC(=O)c1ccc(NC(=O)/C(=C\c2ccccc2)NC(=O)/C=C/c2ccccc2)cc1	2.2	3%	-5%	3%	-7%	0%	?	4%	15%
COc1cc(S(=O)(=O)Nc2ncn[nH]2)ccc1Cl	0.6	1%	6%	8%	-1%	?	7%	-20%	92%[activator]
CC1(C)CC(NC(=O)c2cc(S(=O)(=O)N3CCOCC3)c(Cl)cc2Cl)CC(C)(C)N1	0.6	4%	7%	nt	nt	-4%	nt	-12%	19%
O=C(c1cccs1)N1CCN(C23CC4CC(CC(C4)C2)C3)CC1	0.9	2%	8%	5%	-13%	-1%	-20%	10%	-29%
COc1ccc(C=NNc2ccc(S(=O)(=O)Nc3ccccc3C(=O)O)cc2[N+](=O)[O-])c(OC)c1	nt	10%	?	nt	nt	nt	nt	?	?
Cc1ccccc1OCC(=O)Nc1ccc2c(c1)Cc1ccccc1-2	-0.5	-3%	-8%	0%	-5%	7%	-11%	-17%	-1%
Cc1cc2c3c([nH]c2cc1S(=O)(=O)N1CCC2(CC1)OCCO2)CC(C)(C)CC3=O	0.8	20%	-2%	47%	-4%	0%	?	-10%	?
O=C(O)CNC(=O)c1ccc(OC(F)F)cc1	0.0	nt	5%	-2%	1%	-2%	-6%	-5%	18%
c1ccc(-c2csc(N3CCCCCC3)n2)cc1	0.3	-3%	-4%	-1%	-4%	-12%	-15%	2%	6%
O=C(O)CNC(=S)N(Cc1ccccc1Cl)C1CCCC1	-0.4	4%	0%	4%	5%	-1%	-7%	-2%	43%[activator]
CCCCN(CC)CCCNC(=O)Cn1nc(CC)n2c(cc3sccc32)c1=O	-0.3	1%	nt	16%	2%	4%	-2%	0%	-4%
O=C(CSc1ccc(F)cc1)NC(=O)NCc1ccccc1	-0.8	-12%	2%	25%	-4%	-10%	-16%	-16%	129%[activator]
C/C(=C/C=N/Nc1nc(N2CCCCC2)nc(N2CCCCC2)n1)c1ccccc1	0.6	-1%	-11%	2%	-1%	-23%	-11%	-3%	9%
Cc1ccc2nc(NC(=O)C3CCCN(S(=O)(=O)c4cnc[nH]4)C3)sc2c1 (stereo not given)	-0.2	-2%	?	?	-1%	-3%	-7%	-12%	3%
Cc1ccccc1NC(=O)Cn1nc(-c2ccccc2)nc1-c1ccccc1	-0.6	-8%	-6%	5%	0%	0%	-8%	-24%	9%
Cc1ccc(N(CN2C(=O)C3C4CCC(C4)C3C2=O)C(=O)c2ccco2)cc1 (stereo not given)	0.1	3%	-8%	-15%	-1%	?	-2%	-2%	26%
CCN(CC(=O)NCc1ccc(Cl)cc1)C(=O)/C=C/c1cc(OC)c(OC)c(OC)c1	-1.1	-11%	39%	32%	0%	9%	3%	1%	2%

Compound activity as filed in PubChem BioAssay.

Not all compounds are listed; the hit share may differ from the screen's.
